Screening data: PubChem BioAssay, National Center for Advancing Translational Sciences (NCATS)
FUS suppressor: suppressors of FUS proteinopathy in yeast. Potency, µM (doses to about 76.6 µM), for the others: at the top dose growth rescue (activation), usual class: activators. AID 1347120. S. cerevisiae FUS-expressing, growth rescue, OD600, 24 h. 0.24% of 390,000 active;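 further: potency means the concentration at half of the fitted maximal effect; plate controls were DMSO vehicle for no effect and reference control for full effect; nearly all actives have a fitted effect of over 55% in size; some results filed as inactive show a strong effect at the top dose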
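Cultures pregrown in 2.5% raffinose medium are shifted to minimal medium containing 2% galactose to express toxic FUS. Compounds are tested at several concentrations. After 24hr at 30C, growth is quantified at 600 nm absorbance.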
GLP1R ag: GLP-1 receptor (human) agonism. P43220. HEK293 GLP-1R CRE-luciferase, luminescence, 4-6 h; cells express a hypersensitive GLP-1R form. Potency, µM (series often up to 45.6 µM), without a hit: top-dose activation, actives largely listed as activators. 0.007% of 380,000 active. AID 624172; further: potency means the concentration at half of the fitted maximal effect; % of control where 0% means no effect
Target sequence (P43220 whole entry, looked up): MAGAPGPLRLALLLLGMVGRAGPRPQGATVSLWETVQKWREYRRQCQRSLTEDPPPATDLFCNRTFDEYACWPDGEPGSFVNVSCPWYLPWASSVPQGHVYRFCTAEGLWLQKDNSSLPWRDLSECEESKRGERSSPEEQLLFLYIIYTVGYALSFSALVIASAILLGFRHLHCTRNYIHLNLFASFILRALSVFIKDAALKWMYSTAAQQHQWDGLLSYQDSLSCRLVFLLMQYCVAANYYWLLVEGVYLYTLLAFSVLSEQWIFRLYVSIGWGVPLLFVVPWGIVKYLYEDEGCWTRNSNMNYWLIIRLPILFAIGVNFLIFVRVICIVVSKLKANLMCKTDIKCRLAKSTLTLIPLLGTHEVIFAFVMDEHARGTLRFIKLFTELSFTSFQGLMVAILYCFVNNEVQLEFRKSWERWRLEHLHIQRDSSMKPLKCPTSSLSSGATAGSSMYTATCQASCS
aSyn yeast inh: alpha-synuclein toxicity inhibition in yeast; Yeast expressing alpha-synuclein, growth rescue, BacTiter-Glo, 24 h; Potency, µM (highest dose often 46.1 µM), inactives show at the top dose growth rescue (activation), actives largely listed as activators; 0.14% of 370,000 active; AID 652106; further: potency means the concentration at half of the fitted maximal effect; % of control where 0% means no effect; nearly all actives have a fitted effect of over 65% in size
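Rescue of yeast growth: cells expressing toxic alpha-synuclein, induced in galactose at OD600 0.02, incubated with compound 24 h at 30 C. ATP luminescence quantified growth; inhibitors of toxicity appear as activators.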
GLP-1R inv ag: GLP-1 receptor (human) inverse agonism; 1.6% of 410,000 active; AID 624417; HEK293 GLP-1R CRE-luciferase, luminescence, 24 h; GLP-1R form is constitutively active; Potency, µM (series often up to 38.3 µM), for the others: at the top dose activity change, negative = inhibition, hits mostly inhibitors; further: potency means the concentration at half of the fitted maximal effect; on the % scale 0 is the no-effect control and ±100 the full control effect; nearly all actives have a fitted effect of over 55% in size
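Using stably transfected HEK293 (constitutively active GLP-1R, cAMP-luciferase reporter), compounds were incubated 24 hr and luciferase measured by luminescence.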
DRD3 antagonist: antagonists of human D3 dopamine receptor; AID 652054; D3R cells, DiscoveRx beta-arrestin luminescence, antagonist mode; stronger effect = lower value; 2.5% of 360,000 active; max response, negative = inhibition, %; P35462; in the data active means max response below about -50%; inconclusive means no clear call, values can overlap the other calls; further: on the % scale 0 is the no-effect control and ±100 the full control effect; mostly tested at two doses, the higher about 12 µM
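Cells expressing the human receptor were seeded at 1500 cells/well, incubated overnight at 37 degrees C in 5% CO2, then exposed to library compounds with dopamine controls for 90 minutes at 37 degrees C before luminescent detection.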
TDP-43 yeast inh: TDP-43 toxicity inhibition in yeast; Potency, µM (titrated, usually from 46.1 µM), for the others: at the highest dose growth rescue (activation), usual class: activators; AID 652104; 1.8% of 410,000 active; TDP-43 expressing yeast growth rescue, BacTiter-Glo, 24 h; further: potency means the concentration at half of the fitted maximal effect; % of control where 0% means no effect; nearly all actives have a fitted effect of over 50% in size
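Yeast expressing TDP-43 (pregrown in raffinose, seeded at OD600=0.02 in galactose medium) exposed to compounds 24 hr at 30 deg C. Growth read by BacTiter-Glo luminescence; rescue of toxicity appears as increased signal.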
Abeta yeast res: compounds reversing amyloid beta toxicity in yeast; yeast expressing A-beta42, growth rescue, OD600, 48 h; response scale: 0% DMSO, 100% iron-clioquinol control; Potency, µM (highest dose often 46.1 µM), for the others: top-dose growth rescue, actives largely listed as activators; 0.063% of 410,000 active; further: potency means the concentration at half of the fitted maximal effect; nearly all actives have a fitted effect of over 55% in size
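Growth rescue measured by 600 nm absorbance after 48 h yeast culture at 30 C with compound. Values normalized between DMSO and an equimolar ferric chloride plus clioquinol control.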
PTHR1 agonist: PTHR1 (human) receptor agonism; Potency, µM (series often up to 115 µM), inactives show top-dose activation, most hits filed as activators; HEK293 GP2 PTHR1 cells, GloSensor cAMP luminescence, 1 h; Q03431; 0.075% of 410,000 active; AID 743266; further: potency means the concentration at half of the fitted maximal effect; nearly all actives have a fitted effect of over 55% in size; some results filed as inactive show a strong effect at the top dose; inactives centre near -15; many of its hits are not listed in these tables
Target sequence (Q03431 whole entry, looked up): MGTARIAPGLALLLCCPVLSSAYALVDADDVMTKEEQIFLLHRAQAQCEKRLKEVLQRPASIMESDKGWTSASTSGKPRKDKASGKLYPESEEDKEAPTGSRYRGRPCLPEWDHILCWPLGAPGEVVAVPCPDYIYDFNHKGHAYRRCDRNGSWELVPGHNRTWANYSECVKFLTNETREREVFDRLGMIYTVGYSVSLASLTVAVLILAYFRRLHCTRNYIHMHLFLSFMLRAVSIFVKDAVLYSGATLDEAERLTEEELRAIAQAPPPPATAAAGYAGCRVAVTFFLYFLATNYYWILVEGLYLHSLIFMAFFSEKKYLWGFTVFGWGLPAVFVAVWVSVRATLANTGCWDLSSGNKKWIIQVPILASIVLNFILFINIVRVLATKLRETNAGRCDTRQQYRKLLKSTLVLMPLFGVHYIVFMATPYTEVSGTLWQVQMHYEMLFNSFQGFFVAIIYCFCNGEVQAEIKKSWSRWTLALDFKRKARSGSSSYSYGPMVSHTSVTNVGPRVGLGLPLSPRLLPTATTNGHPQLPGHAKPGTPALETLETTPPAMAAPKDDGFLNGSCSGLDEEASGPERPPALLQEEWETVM
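HEK-293-derived GP2 cells expressing PTHR1 and a GloSensor cAMP reporter, 3,000/well, plated overnight, given luciferin plus IBMX (each 0.5 mM as added) for 1 h at 37 °C, then compound for 1 h at 37 °C. Luminescence was read after 15 min at room temperature.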
pAkt inh: inhibitors of Akt phosphorylation | Neuro2A IGF-stimulated pAkt S473 HTRF, 20 min; stronger effect = lower value | activity change, % for hits at 50 µM | 0.32% of 360,000 active | AID 651550; in the data active means activity change below about -80%; inconclusive means mostly about -51% to -80%; further: on the % scale 0 is the no-effect control and ±100 the full control effect
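Neuro2A cells in DMEM with 0.5% FBS, overnight at 37 deg C, given compound at single 50 µM final, then IGF (6 nM final) for 20 min at 37 deg C. Lysed; phospho-Akt Ser473 by HTRF after 24 h, 665/615 ratio.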
Active calls of the source: *; i = inactive; u = inconclusive; x = no result given; & = joins results of further samples; [ ] = remark or other dose. Unless noted, the call rests on the fitted dose curve; in most records, active means well fitted curve in the direction sought with a large enough effect; inconclusive means small, poorly fitted or top-dose-only effect, or another doubt; inactive means no such curve, though single readings can be large; an effect the other way counts as inactive or inconclusive. The list is partial; count on the stated rates, not on these rows.

SMILES	FUS suppressor	GLP1R ag	aSyn yeast inh	GLP-1R inv ag	DRD3 antagonist	TDP-43 yeast inh	Abeta yeast res	PTHR1 agonist	pAkt inh
O=c1c2ccccc2oc2nc(-c3ccco3)n(Cc3ccccc3)c(=O)c12	20%	3%	-1%	25%	1	-3%	-6%	-63%[inhibitor]	i
CCOC(=O)C1=C(CN2CCN(c3ccc(F)cc3)CC2)NC(=O)NC1c1cccs1 (stereo unspecified)	20%	0%	9%	u	6	-18%	19%	-7%[57.5 µM]	i
CC(=O)N1CCc2cc(Br)cc(S(=O)(=O)N3CCN(c4cccc(C)c4)C(C)C3)c21 (stereo unspecified)	-21%	x	x	8%	x	u	7%	i	x
COC(=O)Cn1c(CN2CCN(c3ccc(OC)cc3)CC2)nc2c1c(=O)[nH]c(=O)n2C	-7%	x	x	-5%	x	7%	8%	-13%	x
COc1cc2ccccc2cc1C(=O)Nc1ccc(N2CCN(C)CC2)cc1	5%	8%	x	u	u	2%	-4%	-12%	x
COc1cc(C(=O)NC2CCCCCCC2)cc(OC)c1OC	-2%	9%	0%	5%	-2	-22%	7%	i	i
Cc1nn(CC(=O)c2ccc(Br)s2)c(C)c1[N+](=O)[O-]	5%	0%	14%	u	-17	20%	22%	-23%	i
COCCCNC(=O)CC(=O)N/N=C\c1ccc(SC)cc1	-18%	1%	0%	5%	10	-1%	-1%	28%	i
COc1ccc2nc(SCC(=O)NCC(F)(F)F)[nH]c2c1	-5%	0%	2%	-6%[7.66 µM]	19	-10%	11%	-4%	i
C=CCc1cc(Cl)ccc1OCCNCCCOC	6%	-1%	3%	4.5µM*	-59*	-11%	12%	-2%	i
COc1ccc(-c2ccc(NS(=O)(=O)c3ccccc3)cc2)nn1	-1%	-2%	x	20%	x	u	-7%	-24%	x
CC(C)(C)OC(=O)NCCCCCNC(=O)c1nc[nH]c1C(=O)NCc1ccc(CNC(=O)OC(C)(C)C)cc1	u	-8%	-6%	10µM*	47	11%	-6%	-65%[inhibitor]	i
C=Cc1ccc(CSc2nc(-c3ccccc3Cl)nc3c2Cc2c(CO)cnc(C)c2O3)cc1	-1%	x	x	4%	x	20%	4%	i	x
Cc1cc(-c2ccccc2)nc(Cl)c1C#N	-5%	2%	6%	8%	13	31%	13%	-19%	i
COc1ccc(C(=O)Nc2ccc3nc(N4CCC(C)CC4)cc(C)c3c2)cc1	16%	0%	x	-13%	x	-3%	-16%	-33%[inhibitor]	x
c1ccc(-c2ccccc2OCCCCn2ccnc2)cc1	13%	1%	-9%	-27%	-6	13%	26%	-37%[inhibitor]	i
CC1Cc2cc(S(=O)(=O)NCc3ccccc3)ccc2N1C(=O)C1CCC1 (stereo unspecified)	13%&0%	21%	2%	2%&7%	5	1%&31%	2%&7%	-25%&-90%	i
Cc1ccc(N=Cc2cc3c(cc2[N+](=O)[O-])OCO3)cc1[N+](=O)[O-]	26%	-6%	-1%	-15%	-8	-1%	u	i	i
CCOc1ccc(S(=O)(=O)Nc2ccccn2)c2ccccc12	-11%	4%	-2%	9%	9	1%	0%	-17%[57.5 µM]	i
COc1ccc(Cn2c(C)nnc2-c2cnn(C)c2N)cc1OC	8%	21%	-1%	65%[activator]	-1	5%	8%	i	i
COC(=O)Nc1ccc(S(=O)(=O)NNC(=O)c2c(O)c3ccccc3[nH]c2=O)cc1	-21%	-2%	-4%	-1%	-6	-8%	7%	i	i
Cc1cccc(-c2nc3ccccc3c(=O)n2NC(=O)c2cccs2)c1	10%	-12%	-3%	0%	-8	20%	0%	-26%	i
CCOC(=O)c1ccc(S(=O)(=O)Nc2ccc(N3CCOCC3)cc2)cc1	19%	13%	-1%	-2%	-23	-15%	3%	-6%	i
Cn1c(=O)c2cc(NCc3ccccc3)nnc2n(C)c1=O	x	4%	-5%	8%	-20	0%	-19%	-9%	i
COc1ccc(-n2c(C)cc(C(=O)NC3CCCCC3)c2C)cc1	13%	0%	-2%	u	7	u	3%	-2%[57.5 µM]	i
SMILES	FUS suppressor	GLP1R ag	aSyn yeast inh	GLP-1R inv ag	DRD3 antagonist	TDP-43 yeast inh	Abeta yeast res	PTHR1 agonist	pAkt inh
CC(OC(=O)CNC(=O)c1cccs1)C(=O)Nc1ccc(S(N)(=O)=O)cc1 (stereo unspecified)	17%	0%	-10%	16%	-1	-1%	-3%	7%	i
Cc1ccc(NS(=O)(=O)N(C)C)cc1	-4%	-4%	-2%	1%	0	3%	9%	-11%[57.5 µM]	i
Cc1cc2ccccn2c1C(=O)c1cccc(F)c1	-12%	16%	10%	-32%	2	-4%	-17%	-13%	i
Cc1ccc2c(c1)Oc1ccc(NC(=O)CCCl)cc1C(=O)N2	-24%	8%	-6%	u	-17	19%	2%	-21%	i
CN(C)CCCNC(=O)C(=O)NCC1OCCN1S(=O)(=O)c1cccs1 (stereo unspecified)	x	-4%	0%	12%	u	1%	-2%	-22%	i
CCCc1cc2c(c(NC(C)=O)n1)c(=O)oc1ccccc12	x	7%	-4%	63%[activator]	-18	-3%	-7%	-8%	i
COC(=O)Cn1c(CN2CCOCC2)nc2c1c(=O)n(C)c(=O)n2C	-15%	1%	0%	4%	-10	13%	2%	i	i
COc1ccc(NC(=O)CC2C(=O)N(C)C(=S)N2Cc2ccc3c(c2)OCO3)cc1 (stereo unspecified)	x	-1%	14%	-14%	0	-9%	15%	-10%	i
CC(C)COc1ccc(C(=O)N2CCN(CCc3ccccn3)CC2)cc1	-4%	x	x	u	x	22%	-10%	i	x
Cc1cccc(-c2nnc(SCC(=O)N3CCOCC3)o2)c1	3%	10%	-7%	13%	6	4%	9%	i	i
COc1ccc(C(O)P(=O)(OC(C)C)OC(C)C)c(OC)c1 (stereo unspecified)	-14%	-1%	10%	19%	-16	9%	-3%	i	i
Oc1ccccc1-c1nc2cnccn2c1Nc1ccc2c(c1)OCCO2	21%	0%	1%	-8%	2	7%	20%	-1%	i
O=S(=O)(NCCc1cn2ccccc2n1)c1cccs1	-6%	6%	6%	11%	17	0%	5%	-14%	i
CCC1CCCCN1C(=O)c1ccc(OC2CCN(Cc3ccccn3)CC2)cc1 (stereo unspecified)	12%	1%	-10%	-32%	-3	-13%	-10%	i	i
O=C(O)c1ccccc1C(=O)c1ccc2c(c1)N(Cc1cccc(F)c1)C(=O)CO2	2%	-1%	8%	u	11	4%	3%	-26%	i
COc1ccc(OC)c(C(=O)COC(=O)C(CCSC)NC(=O)COc2ccccc2)c1 (stereo unspecified)	39%	15%	2%	1%	-5	-20%	7%	i	i
COc1ccc(NC(=O)CN(C)CC(=O)c2[nH]c(C)c(C(C)=O)c2C)cc1	-10%	18%	-2%	21%	4	16%	27%	i	i
CCc1[nH]c(=O)c(C#N)c2c1COC(C)(C)C2	5%	6%	0%	81%[activator]	-25	-19%	-11%	21%[57.5 µM]	i
CCC(=O)N1CCc2cc(Br)cc(S(=O)(=O)N3CCCC(C(=O)NCc4ccc(OC)cc4)C3)c21 (stereo unspecified)	-23%	0%	x	11%	x	10%	-7%	-19%	x
Cc1cc(C)c2oc(C(=O)Nc3nnc(C(C)C)s3)cc(=O)c2c1	-2%	12%	6%	10%	-13	-4%	-1%	-3%	i
COc1ccc(N2CCN(C(=O)Cn3cnc4sc(C)c(S(=O)(=O)N5CCOCC5)c4c3=O)CC2)cc1	12%	-1%	-6%	11%	5	-22%	-14%	i	i
CCCNC(=O)c1cc(C2CCCCN2S(=O)(=O)c2ccc(OC)cc2)on1 (stereo unspecified)	16%	4%	2%	-5%	11	0%	4%	i	x
Cc1ccc(S(=O)(=O)CC(=O)N2CCN(c3nc4c(F)cccc4s3)CC2)cc1	2%	x	x	-1%	x	u	4%	-35%[inhibitor]	x
C/C(=N\NC(=O)c1ccoc1C)c1cccnc1	x	14%	-14%	0%	2	22%	2%	-9%	i

A second format for 5 compounds above.
Values in the order – FUS suppressor | GLP1R ag | aSyn yeast inh | GLP-1R inv ag | DRD3 antagonist | TDP-43 yeast inh | Abeta yeast res | PTHR1 agonist | pAkt inh
- CCCc1cc2c(c(NC(C)=O)n1)c(=O)oc1ccccc12
  x | 7% | -4% | 63%[activator] | -18 | -3% | -7% | -8% | i
- COC(=O)Cn1c(CN2CCOCC2)nc2c1c(=O)n(C)c(=O)n2C
  -15% | 1% | 0% | 4% | -10 | 13% | 2% | i | i
- COc1ccc(NC(=O)CC2C(=O)N(C)C(=S)N2Cc2ccc3c(c2)OCO3)cc1 (stereo unspecified)
  x | -1% | 14% | -14% | 0 | -9% | 15% | -10% | i
- CC(C)COc1ccc(C(=O)N2CCN(CCc3ccccn3)CC2)cc1
  -4% | x | x | u | x | 22% | -10% | i | x
- Cc1cccc(-c2nnc(SCC(=O)N3CCOCC3)o2)c1
  3% | 10% | -7% | 13% | 6 | 4% | 9% | i | i

Only aSyn yeast inh, for some of the entries so far:
SMILES | aSyn yeast inh
O=C(O)c1ccccc1C(=O)c1ccc2c(c1)N(Cc1cccc(F)c1)C(=O)CO2 | 8%
COc1ccc(OC)c(C(=O)COC(=O)C(CCSC)NC(=O)COc2ccccc2)c1 (stereo unspecified) | 2%

3 compounds from above, arranged by length of the SMILES, low to high:
SMILES	FUS suppressor	GLP1R ag	aSyn yeast inh	GLP-1R inv ag	DRD3 antagonist	TDP-43 yeast inh	Abeta yeast res	PTHR1 agonist	pAkt inh
CCCc1cc2c(c(NC(C)=O)n1)c(=O)oc1ccccc12	x	7%	-4%	63%[activator]	-18	-3%	-7%	-8%	i
Oc1ccccc1-c1nc2cnccn2c1Nc1ccc2c(c1)OCCO2	21%	0%	1%	-8%	2	7%	20%	-1%	i
CCCNC(=O)c1cc(C2CCCCN2S(=O)(=O)c2ccc(OC)cc2)on1 (stereo unspecified)	16%	4%	2%	-5%	11	0%	4%	i	x
